Screening results from PubChem.
TAG inh = triacylglycerol accumulation inhibition; H9c2 cells, Nile Red lipid (TAG) fluorescence; cells loaded with 200 µM oleic acid; inhibition, % at 12.5 µM; actives 0.66% (n = 230,000);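 active = pattern-corrected inhibition of lipid staining of at least 50% with the nuclear-stain viability signal not falling by more than 50%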;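 note: 0% = DMSO wells and 100% = triacsin C control wells; some results filed as inactive read as strong as hits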
TAG inh DAPI viability = further read-out of TAG inh, marked with its call; DAPI nuclei signal change (viability), lower = more cytotoxic, %;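 whole-well DAPI fluorescence read on a plate reader as a viability signal; minus 50 percent equals half of cells still viable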
The depositor's hits bear a star.

SMILES | TAG inh | TAG inh DAPI viability
C/C(=N\NC(=O)c1nn(C)c(C)c1Br)c1ccc(NC(=O)c2ccc(C)s2)cc1 | 6.3 | 34.0
COC(C[C@H]1O[C@H]1[C@@H](O)[C@@H](C)OCc1ccccc1)OC | 11.5 | 5.2
Cc1ccsc1C(=O)OCC(=O)c1cc(C)n(C)c1C | 3.8 | -7.5
Cc1sc(NC(=O)CSC2=NCCS2)nc1-c1ccccc1 | 14.1 | -6.7
CN(C)CCCNC(=S)N(CCCO)Cc1cc2cc3c(cc2[nH]c1=O)OCO3 | -8.8 | -4.7
Cc1ccc(OCC(=O)Nc2cccc(S(=O)(=O)NC3=NCCCCC3)c2)cc1C | 3.7 | 5.4
O=C(C(Sc1ccccc1)c1ccccc1)N1CCN(c2ccccc2F)CC1 (centres undefined) | -0.9 | -10.6
Cc1ccc(C(=O)OC(C)C(=O)NC2CCCCC2C)s1 (centres undefined) | -8.8 | -2.4
CC(c1ccccc1)n1c(N2CCN(C)CC2)nc2c1c(=O)[nH]c(=O)n2C (centres undefined) | 2.1 | -1.3
O=C(CCNC(=O)c1ccc(Br)cc1)NCCCc1ccccc1 | 11.7 | 2.5
CN(C)CCCNC(=O)c1ccc(=O)[nH]n1 | 0.8 | -4.8
CC1CCc2c(sc3ncnc(NCCN4CCOCC4)c23)C1 (centres undefined) | -14.4 | 8.1
CCCS(=O)(=O)NC(=O)C1(C)CCN(C(=O)c2cc(F)cc(F)c2)C1 (centres undefined) | -15.6 | 10.9
CCO[C@H]1OC(C(=O)N2CCCCCCC2)=C[C@@H](C2CCCCC2)[C@@H]1CCCO | -48.8 | 7.2
C=CCN1CCOc2ccc(C)cc2S1(=O)=O | -23.9 | -4.4
CS(=O)(=O)CCC(C(=O)OCc1ccc(Cl)cc1)N1C(=O)c2ccccc2C1=O (centres undefined) | -2.9 | 7.6
COc1ccc([C@H]2CC(=O)C=C(/C=C/c3ccc(Cl)cc3)C2)cc1 | 1.0 | 6.1
CCOc1ccc(C(=O)N2CCN(c3ncccn3)CC2)cc1 | -5.0 | -3.2
CCN(CC)CCOc1c(Br)ccc2c1sc1nc3n(c(=O)c12)CCC3 | 12.5 | 5.0
COc1ccccc1NC(=O)C[n+]1ccccc1C | 5.7 | -5.8
COc1ccc(OCc2cccc(C(=O)Nc3ccc(CN4CCCCC4)cc3)c2)cc1 | -1.9 | 29.8
Cc1nn(Cc2ccc(F)cc2)c(C)c1NC(=O)c1nn(C)cc1Cl | 5.1 | -17.3
CC(C)CN(C(=O)COC(=O)CCCc1c[nH]c2ccccc12)c1c(N)n(Cc2ccccc2)c(=O)[nH]c1=O | 7.2 | -7.0
COC(=O)CN1C(=O)C(O)(CC(=O)c2ccccc2)c2ccccc21 (centres undefined) | -1.9 | 2.9
Cc1ccc(C)c(OC(=O)c2cccnc2)c1 | -12.0 | 2.0
C/C(N)=C(/C#N)C(=O)COC(=O)CCC1CCCC1 | -20.4 | 5.3
CCCCn1c(-c2ccccc2)nnc1-c1ccccc1 | 24.7 | -13.0
CN(c1ccccc1)S(=O)(=O)c1ccc(NC(=O)CC(=O)c2ccccc2)cc1 | 4.1 | 5.0
Cc1nc2ccc(S(=O)(=O)N(C)CC(=O)NCc3ccc4c(c3)OCO4)cc2s1 | 12.2 | -0.3
O=S(=O)(c1ccc(-c2cc(C(F)(F)F)on2)s1)N1CCCC1 | 2.8 | -6.8
O=C(Nc1nc2ccc(Br)cc2s1)c1ccco1 | -10.8 | -1.7
CC(C)c1ccc(NC(=O)CN(C)C2=NS(=O)(=O)c3ccccc32)cc1 | 15.6 | 6.7
O=C(NC1CC1)C1=C[C@@H](c2csc3ccccc23)C[C@@H](OCCCCO)O1 | 11.9 | -4.5
O=C(O)CCC(=O)NN1C(=O)c2ccccc2NC1c1ccco1 (centres undefined) | 1.2 | -10.0
CC1=C(C(=O)Nc2cccnc2)C(c2ccc(C(C)C)cc2)n2ncnc2N1 (centres undefined) | -5.9 | 4.5
CS(=O)(=O)N1CCc2cc(C(=O)Nc3ccc(COCC(F)(F)F)cc3)ccc21 | -13.4 | -1.6
C#CCn1c(C)cc(C)c(S(=O)(=O)c2ccccc2)c1=O | 0.1 | -5.1
Cc1cc(OC(=O)c2ccccc2[N+](=O)[O-])c([N+](=O)[O-])c(=O)[nH]1 | 6.2 | 4.4
CCOc1ccccc1C(=O)Nc1nnc(COC)s1 | 25.8 | -11.9
Cc1ccccc1-c1nc(P(=O)(c2ccccc2)c2ccccc2)c(N2CCOCC2)o1 | -8.1 | -6.1
COC(=O)CCCC(=O)N1CCCC(C(=O)c2ccc(OC)cc2C)C1 (centres undefined) | 9.6 | -8.5
CCc1cc(C(=O)NNC(=O)CCN2CCN(c3ccccc3)CC2)sc1C | -3.6 | 7.3
Cc1ccc2[nH]c(=O)c3cc(C(=O)NCC4CCCO4)sc3c2c1 (centres undefined) | 10.6 | 32.3
Cc1ccnc(NC(=O)CNC(=O)c2ccc3c(c2)OCO3)c1 | 1.5 | -5.7
Cc1cc(C)c(S(=O)(=O)Nc2cccc(C(=O)O)c2)cc1S(=O)(=O)Nc1cccc(C(=O)O)c1 | 1.8 | -0.6

The closing six entries of the part above lead into the next.
SMILES | TAG inh | TAG inh DAPI viability
Cc1ccccc1-c1nc(P(=O)(c2ccccc2)c2ccccc2)c(N2CCOCC2)o1 | -8.1 | -6.1
COC(=O)CCCC(=O)N1CCCC(C(=O)c2ccc(OC)cc2C)C1 (centres undefined) | 9.6 | -8.5
CCc1cc(C(=O)NNC(=O)CCN2CCN(c3ccccc3)CC2)sc1C | -3.6 | 7.3
Cc1ccc2[nH]c(=O)c3cc(C(=O)NCC4CCCO4)sc3c2c1 (centres undefined) | 10.6 | 32.3
Cc1ccnc(NC(=O)CNC(=O)c2ccc3c(c2)OCO3)c1 | 1.5 | -5.7
Cc1cc(C)c(S(=O)(=O)Nc2cccc(C(=O)O)c2)cc1S(=O)(=O)Nc1cccc(C(=O)O)c1 | 1.8 | -0.6
CCOC(=O)NC(=O)/C(N=Nc1ccc(C(F)(F)F)cc1)=C(\C)O | 6.7 | 3.0
COc1cc(CNC2CCCCC2)c(Br)cc1OC1CCCC1 | -11.9 | 27.4
C[C@@H]1COC(=O)[C@H](CC(=O)OC(C)(C)C)C/C=C\C[C@@H](CC(=O)N[C@H](CO)Cc2ccccc2)C(=O)N1 | 2.0 | -2.0
O=c1c2ccccc2nnn1CSc1nnnn1-c1ccc(O)cc1 | -23.7 | -0.6
COc1ccc(Cc2nc(-c3ccncc3)no2)cc1 | 9.1 | -4.9
COc1ccc(C(=O)N/N=C/c2ccccn2)cc1OC | -4.5 | 4.1
NC(N)=N/N=C/c1cccc(Cl)c1Cl | 22.9 | 5.8
O=C(CN1C(=O)C(=O)N(Cc2ccco2)C1=O)NC1CCCCC1 | 7.2 | -7.4
CCCCn1c(N)c(N(CC(C)C)C(=O)CCNC(=O)c2ccc([N+](=O)[O-])cc2)c(=O)[nH]c1=O | 0.8 | 2.4
O=C(N1CCOCC1)C(F)(F)C(F)(F)C(F)(F)C(F)(F)C(=O)N1CCOCC1 | -5.1 | 14.1
O=S(=O)(c1cccc2cnccc12)N1CCNCC1 | 10.0 | -13.1
O=C(NNC(=S)Nc1ccccc1)Nc1ccccc1 | -0.6 | -8.5
Cn1c(=O)c2c(-c3ccc(C(C)(C)C)cc3)n(CC3CCCO3)cc2n(C)c1=O (centres undefined) | 0.6 | -11.8
Cc1ccccc1OCC(O)Cn1nnc2ccccc21 (centres undefined) | -14.4 | -1.2
Cc1cccc(OCC2CCCN(Cc3nc(C4CC4)no3)C2)c1 (centres undefined) | 0.9 | 8.8
COc1ccc(NC(=O)c2nc[nH]c2C(=O)N2CCN(C(=O)OC(C)(C)C)CC2)cc1 | 12.8 | -4.2
NC(=O)NC(=O)COC(=O)c1ccccc1OCc1ccc(F)cc1 | 15.6 | -6.4
O=C(NC1CCCC1)C(c1ccccc1)N(C(=O)c1ccno1)c1cccnc1 (centres undefined) | 1.0 | -3.6
COC(=O)C1=C(C)N(Cc2ccccc2)C(=NCC(C)C)N[C@H]1c1cccc(F)c1 | 92.5* | -40.9*
CN(c1ccccc1)S(=O)(=O)c1cccc(C(=O)NCCc2ccc(O)c(O)c2)c1 | 15.9 | -40.5
CCc1ccc(C2=NN(S(C)(=O)=O)C(c3cccs3)C2)cc1 (centres undefined) | -5.0 | -6.0
CC(=O)c1ccc(OC2(C)CCN(Cc3ccc(C)cc3)C2)cc1 (centres undefined) | 32.8 | -28.4
Cc1cc2nc3c(nc2cc1C)C1(C(=O)O)CCC3(C)C1(C)C (centres undefined) | -17.3 | -0.1
CCc1ccccc1NC(=O)C1CC(c2ccc(F)cc2)=NO1 (centres undefined) | 9.7 | 15.1
CCn1c(Oc2cccc(Br)c2)nc2c1c(=O)n(C)c(=O)n2C | -57.0 | 2.1
O=C(COC(=O)COc1ccc2c(c1)CCC2)Nc1ccccc1C(F)(F)F | -7.3 | -3.6
CCOC(=O)C(Cc1c[nH]c2ccc([N+](=O)[O-])cc12)(NC(C)=O)C(=O)OCC | -15.2 | -2.0
Cc1cc(OCC(=O)N2CCN(c3ccccn3)CC2)cc(C)c1Br | -0.6 | -4.4
Cc1nc2ccccc2c2nc(NC(=O)C(F)(F)F)nn12 | -0.3 | 6.6
CCN(CC)C(=O)N1CCN(c2c([N+](=O)[O-])c(=O)oc3ccccc23)CC1 | 6.0 | 7.1

Reprinted from the part before: 2 entries, then new ones.
SMILES | TAG inh | TAG inh DAPI viability
Cc1nc2ccccc2c2nc(NC(=O)C(F)(F)F)nn12 | -0.3 | 6.6
CCN(CC)C(=O)N1CCN(c2c([N+](=O)[O-])c(=O)oc3ccccc23)CC1 | 6.0 | 7.1
Cc1cccnc1CCNC(=O)CCc1nnc(CCc2ccccc2)o1 | -14.1 | 5.6
CC(C)c1ccc(/C=C/C(=O)N2CCOCC2)cc1 | 0.4 | -8.9
Cc1cc(C)nc(-n2ncc3c2CC(c2ccc(C(C)C)cc2)CC3=O)n1 (centres undefined) | -19.8 | 10.4
C[n+]1cccc2ccc3c(c21)OC(N)=C(C#N)C3c1ccccc1 (centres undefined) | -15.5 | 11.0
COC(C/C=C/[C@H](O)[C@@H](C)OCc1ccccc1)OC | 4.0 | 6.2
O=CN1CCN(C(=O)C(=O)c2cn(CC(=O)N3CCCCC3)c3ccccc23)CC1 | 8.5 | -2.8
O=C(c1ccc(=O)oc1)N1CCOCC1 | -14.5 | 3.0
O=C1CCC(C(=O)OCC(=O)Nc2ccccc2Br)=NN1 | -3.2 | 7.3
CC12COC3(C(=O)Nc4cccnc4)CC1CCC32C (centres undefined) | -1.3 | -4.7
CCOC(=O)C1(Cc2ccccc2C(F)(F)F)CCN(CC2CC2)CC1 | 3.2 | 9.0
COc1ccc(C(=O)NC(C(=O)NCCc2ccc3c(c2)OCCO3)C(C)C)cc1 (centres undefined) | 2.4 | -13.8
O=C(COc1cccc2ccccc12)NCc1cccnc1 | 1.3 | -5.1
O=C(O)C1CCN(S(=O)(=O)c2ccc(N3CCOCC3)c([N+](=O)[O-])c2)CC1 | 4.4 | -3.8
CN1CCSc2ccc(C(=O)NCc3cccc(Br)c3)cc21 | 1.0 | 19.5
O=C(COc1ccc(-n2cnnn2)cc1)Nc1ccc(F)cc1 | -27.8 | 5.8
Nc1cc(=O)[nH]c(SCC(=O)Nc2ccc(Cl)c(Cl)c2)n1 | -7.6 | 0.8
O=C1Nc2ccc(S(=O)(=O)N(CCO)CCO)c3cccc1c23 | -3.0 | 6.7
O=C(Nc1ccc2nn(-c3ccccc3)nc2c1)c1ccc2c(c1)OCCO2 | 10.0 | 4.6
CCc1cccc2c(C(=O)CN3C(=O)NC4(CCCCC4)C3=O)c[nH]c12 | -17.2 | -18.0
C/C(=N\NC(=O)CSc1ncccn1)c1ccc2c(c1)OCCO2 | 9.6 | 0.3
Cc1nn(C)cc1NC(=O)CC12CC3CC(CC(C3)C1)C2 | 15.7 | -5.8
CCN1C(=O)N(S(=O)(=O)c2ccc(C)cc2)[C@@H](c2ccccc2)C(C(=O)OC)=C1C | -21.8 | -2.8
COc1ccc(C(c2nnnn2Cc2cccs2)N2CCN(c3ccc(F)cc3)CC2)cc1OC (centres undefined) | 7.7 | -3.4
COc1cccc(NC(=O)CCNC(=O)Cn2ccc3ccccc3c2=O)c1 | 0.0 | 4.0
CC(=O)Nc1ccc2nc(-c3ccccn3)[nH]c2c1 | -5.9 | 3.8
N#CC1=C(N)Oc2cc(N)ccc2C1C1CC=CCC1 (centres undefined) | 9.4 | -10.7
CC(C)C(=O)N1CCN(c2ccccc2NC(=O)c2cc([N+](=O)[O-])ccc2N2CCOCC2)CC1 | 11.1 | -3.5
Cc1ccc(C2=CC(=O)CC(C)(C)C2)cc1 | -2.9 | -2.5
O=c1[nH]c(N2CCc3ccccc32)nc2c1CCCC2 | 6.5 | -9.7
CCOC(=O)C1CCN(C(=O)CCn2c(=O)[nH]c3ccsc3c2=O)CC1 | -0.7 | 2.7

Some values from the list.
Cc1nn(C)cc1NC(=O)CC12CC3CC(CC(C3)C1)C2 | TAG inh: 15.7
CC(C)C(=O)N1CCN(c2ccccc2NC(=O)c2cc([N+](=O)[O-])ccc2N2CCOCC2)CC1 | TAG inh: 11.1

Remaining list, next part:
SMILES | TAG inh | TAG inh DAPI viability
CC(=O)C1CCCN(C(=O)c2ccc3nc(Cc4cccc(Cl)c4)oc3c2)C1 (centres undefined) | 28.1 | -5.0
CC(Sc1nc2ccccc2s1)C(=O)NCc1ccc2c(c1)OCO2 (centres undefined) | -9.8 | 26.0
COc1ccc(C)cc1NC(=O)COC(=O)c1ccc2c(c1)OCO2 | -1.0 | 78.8
Cc1cc(O)c(Sc2ccccc2)c(=O)o1 | -3.5 | 3.1
CCSc1nnc(NC(=O)CSC2=NCCS2)s1 | 24.7 | -4.3
Cc1ccc(-c2n[nH]c(=S)n2/N=C/c2cccn2C)cc1 | 8.4 | 2.4
Cn1c(-c2ccccc2)cc(=O)n1-c1ccccc1 | -5.3 | 0.2
Cn1c(N)c(C(=O)NCc2ccccc2Cl)sc1=S | 0.3 | -9.0
S=C(NCc1ccccc1)NCc1cccc(Cl)c1 | -9.6 | 7.7
CCOC(=O)C1(Cc2ccc(O)cc2)NC(c2ccco2)C2C(=O)N(c3ccccc3F)C(=O)C21 (centres undefined) | -4.5 | -2.9

The list is partial (hit frequency here may not be typical).
